ATXN2 expr inh: ATXN2 expression inhibition | hit rate 0.72% among 360,000 | Potency, µM (titrated, usually from 57 µM), for inactives: at the top dose activity change, negative = inhibition, hits mostly inhibitors | HEK-293 ATXN2-luciferase reporter, luminescence, 24 h; further: potency means the concentration at half of the fitted maximal effect; on the % scale 0 is the no-effect control and ±100 the full control effect; nearly all actives have a fitted effect of over 55% in size
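qHTS (up to 57 uM final) was run with 24 h compound exposure of reporter cells at 37 °C. Each well was multiplexed: SteadyGlo luminescence measured ATXN2-luciferase expression after a fluorogenic Gly-Phe-AFC viability readout (25 uM final).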
HT1080 IDH1KD tx: kills HT-1080 cells with IDH1 knockdown; HT-1080 IDH1 knockdown viability, ATP luminescence, 48 h; Potency, µM (doses to about 46.1 µM), for the others: at the top dose activity, negative = toxicity, actives largely listed as cytotoxic; hit rate 2% among 360,000; AID 686971;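 further: potency means the concentration at half of the fitted maximal effect; 0% = DMSO wells and -100% = cell-free medium wells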
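Luminescent ATP read-out (CellTiter-Glo, 10 min at room temperature) after 48 h compound exposure at 37 °C gave viability of IDH1-knockdown HT-1080 cells. Activity was normalised to DMSO and cell-free wells, then fitted as concentration-response curves.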
KB-3-1 tox: KB-3-1 parental cell cytotoxicity; KB-3-1 viability, CellTiter-Glo ATP luminescence, 72 h; Potency, µM (top dose mostly 46.1 µM), for the others: top-dose activity change, negative = cytotoxic, most hits filed as cytotoxic; hit rate 1.4% among 400,000; AID 1347075; further: potency means the concentration at half of the fitted maximal effect; on the % scale 0 is the no-effect control and ±100 the full control effect; nearly all actives have a fitted effect of over 60% in size
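Luminescent ATP read-out (CellTiter-Glo) measures survival of drug-naive KB-3-1 cells after 72 h compound exposure at 37 °C. Titration series was screened from lowest to highest concentration, with DMSO vehicle plates as background controls.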
MCF10A rerep: induces DNA re-replication in MCF 10a normal breast cells; Potency, µM (doses to about 46.1 µM), for the others: at the highest dose activity, positive = re-replication, usual class: activators; AID 624296; hit rate 2.9% among 350,000; MCF 10A DNA re-replication, Hoechst nuclear intensity, 48 h; further: potency means the concentration at half of the fitted maximal effect; % of control where 0% means no effect; nearly all actives have a fitted effect of over 50% in size
HepG2 tox: kills HepG2 cells in TGF-b inhibitor counter-screen; HepG2 CAGA-GFP viability, ATP luminescence, 18 h; Potency, µM (doses to about 46.1 µM), without a hit: at the top dose activity change, negative = cytotoxicity, usual class: cytotoxic; hit rate 0.76% among 410,000; AID 588856; further: potency means the concentration at half of the fitted maximal effect; some results filed as inactive show a strong effect at the top dose
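HepG2 CAGA-GFP cells (1000/well, DMEM with 1% FBS) received compound, then TGF-beta at 500 pg/mL final, and were incubated 18 hours at 37 degrees C. Viability was read by CellTiter-Glo luminescence. Media-only wells were set as complete cell-killing and DMSO as no toxicity.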
SW480 rerep: induces DNA re-replication in SW480 colon adenocarcinoma cells | AID 624297 | Potency, µM (titrated, usually from 46.1 µM), inactives show at the highest dose re-replication activation, most hits filed as activators | hit rate 1.8% among 340,000 | SW480 DNA re-replication, Hoechst DNA content imaging, 48 h; further: potency means the concentration at half of the fitted maximal effect; % of control where 0% means no effect; nearly all actives have a fitted effect of over 55% in size
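Readout is total intensity of Hoechst-stained nuclei, excited at 405 nm and collected at 500-530 nm. Compound treatment lasted 48 hr at 37 C in 5% CO2 before staining.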
IL1B secr inh: inflammasome signaling inhibition, IL-1 beta readout. THP-1 LPS/ATP IL-1B secretion, AlphaLISA, 16 h; active compounds read low. activity change, % at 57.5 µM. hit rate 4.7% among 360,000; in the data active means activity change below about -50%; inconclusive means mostly about -30% to -49%; further: on the % scale 0 is the no-effect control and ±100 the full control effect
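THP-1 cells pretreated 1 hr with compounds (up to 57.5 uM final), then stimulated with LPS (250 ng/mL final) plus ATP (1.25 mM final); secreted IL-1B measured by AlphaLISA after 16 hr, decreased signal indicating inhibition.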
S2 tox: reduces viability in counter-screen for ATXN expression inhibitors | S2 cells (HEK-293 line with an ATXN2-luciferase reporter) viability, CellTiter-Fluor protease fluorescence, 24 h | Potency, µM (top dose mostly 56.7 µM), most hits filed as cytotoxic | hit rate 0.49% among 400,000 | AID 651635; further: potency means the concentration at half of the fitted maximal effect; nearly all actives have a fitted effect of over 40% in size
HT1080-NT tox: kills 2HG-producing HT-1080-NT fibrosarcoma cells; HT-1080-NT fibrosarcoma viability, CellTiter-Glo ATP luminescence, 48 h; Potency, µM (doses to about 46.1 µM), without a hit: top-dose activity, negative = less viability, actives largely listed as cytotoxic; hit rate 1.6% among 360,000;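 further: NT is the 2HG producing partner of a matched IDH1 knockdown line; potency means the concentration at half of the fitted maximal effect; 0% = DMSO-treated cells and -100% = media-only wells without cells; nearly all actives have a fitted effect of over 55% in size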
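Fibrosarcoma NT cells, 750 per well in 5% FBS RPMI, were exposed to compound for 48 hours. Viability: CellTiter-Glo luminescence.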
Numbers without * were called inactive; i = inactive; ? = inconclusive; · = not tested or not shown; & = joins results of further samples; [ ] = remark or other dose. Unless noted, the call rests on the fitted dose curve; in most records, active means well fitted curve in the direction sought with a large enough effect; inconclusive means small, poorly fitted or top-dose-only effect, or another doubt; inactive means no such curve, though single readings can be large; an effect the other way counts as inactive or inconclusive.

Start of the data: the first 3 records, ahead of the listing:
SMILES	ATXN2 expr inh	HT1080 IDH1KD tx	KB-3-1 tox	MCF10A rerep	HepG2 tox	SW480 rerep	IL1B secr inh	S2 tox	HT1080-NT tox
CCOc1cccc(C(=O)N/N=C/c2coc3ccccc3c2=O)c1	6.4%	0.7%	4.3%	-35.2%[inhibitor]	1.9%	-3.3%	20.7	i	-3.7%
CCOC(=O)N1CCN(c2ccc([N+](=O)[O-])cc2F)CC1C (configuration not stated)	-7.1%	-6.3%	-3.6%	20.4%	-24.1%	-2.2%	-24.2	i	-0.1%
COc1ccc2c(CC(=O)OCC(=O)Nc3cccc(S(N)(=O)=O)c3)coc2c1	-6.1%	0.1%	7.5%	-2.5%	-16.1%	2.4%	-7.0	i	5.5%

The listing, repeating the preview:
SMILES	ATXN2 expr inh	HT1080 IDH1KD tx	KB-3-1 tox	MCF10A rerep	HepG2 tox	SW480 rerep	IL1B secr inh	S2 tox	HT1080-NT tox
CCOc1cccc(C(=O)N/N=C/c2coc3ccccc3c2=O)c1	6.4%	0.7%	4.3%	-35.2%[inhibitor]	1.9%	-3.3%	20.7	i	-3.7%
CCOC(=O)N1CCN(c2ccc([N+](=O)[O-])cc2F)CC1C (configuration not stated)	-7.1%	-6.3%	-3.6%	20.4%	-24.1%	-2.2%	-24.2	i	-0.1%
COc1ccc2c(CC(=O)OCC(=O)Nc3cccc(S(N)(=O)=O)c3)coc2c1	-6.1%	0.1%	7.5%	-2.5%	-16.1%	2.4%	-7.0	i	5.5%
Nc1ncnc(Nc2cccc(C(F)(F)F)c2)n1	0.0%	5.1%	-18.9%	-1.7%	-32.2%	-4.8%	-28.0	i	1.7%[9.24 µM]
O=C1C(c2c(O)[nH]c3ccccc23)=Nc2ccccc21	32.7%&40.5%	-8.2%	0.0%	18.3%	-5.7%	1.1%	7.7	i	-14.0%
O=C(c1ccccc1)C1CCN(C(=O)C2CCC(=O)N(Cc3cccc(F)c3)C2)CC1 (configuration not stated)	-18.4%	-4.7%	-0.8%	-0.4%	-3.1%	5.3%	-12.3	i	-3.3%
COc1ccc(C(=O)Cn2c(=N)n(C)c3ccccc32)cc1	19.0%	?	-21.1%	3.1%	-19.2%	-1.6%	-56.2*	?	?
CC(C)(C)C1CCC(=NNc2ncc(C(F)(F)F)cc2Cl)CC1 (configuration not stated)	-17.4%	?	-3.8%	?	-44.1%	?	23.1	i	?
CC(C)(C)OC(=O)C[C@H]1C/C=C\C[C@@H](CC(=O)N[C@@H](CO)Cc2ccccc2)C(=O)N2CCC[C@@H]2COC1=O	5.7%	10.8%	11.8%	10.0%	-0.7%	-9.4%	-8.1	i	8.9%
CCCN(CC(=O)Nc1ccccc1OC)C(=O)CSc1nc(C)cc(C)n1	1.9%	13.5%	5.2%	0.9%	-21.8%	16.0%	14.0	i	8.9%
COc1ccc(Nc2cc(NCCCO)c([N+](=O)[O-])c3nonc23)cc1	-27.3%	-27.9%	-6.5%	-1.4%	-0.2%	-10.7%	39.4	i	-27.4%
Cc1ccc(OCCSc2nc(-c3cccs3)nc3cc(=O)[nH]n23)cc1Cl	8.6%	·	-7.1%	·	-82.4%	·	·	i	·
COc1cccc(C(=O)Nc2ccccc2C(=O)OCc2cc(=O)n3nc(C4CC4)sc3n2)c1	9.1%	·	8.6%	·	-1.5%	·	·	i	·
COCOc1cccc(CN2CCC2(C)C(=O)Nc2ccc3c(c2)OCO3)c1 (configuration not stated)	7.4%	9.7%	0.0%	·	-5.9%	·	-11.2	?	-0.5%
Cc1snc(S(=O)(=O)Cc2ccccc2Cl)c1C#N	6.6%	?	-2.5%	6.5%	1.3%	-19.3%	-7.9	i	29.6%
COc1cccc(OC)c1C(=O)NC(=S)N1CCOCC1	-30.5%	1.8%	0.0%	0.0%	-3.5%	-3.7%	7.5	?	-3.7%
Cc1cc(NC(=O)C2CCN(S(=O)(=O)c3c(C)noc3C)CC2)ccc1Br	-6.0%	-14.0%	6.0%&-6.2%	20.6µM*	-35.6%&-26.8%	?	10.6	i	-1.5%
COc1ccc(/C=N\Nc2ccc([N+](=O)[O-])cc2[N+](=O)[O-])c(C(=O)O)c1OC	·	1.1%	-4.9%	-3.1%	5.2%	8.2%	-10.1	i	-13.8%
COC(=O)c1cc(S(=O)(=O)NCc2ccccc2Cl)c[nH]1	0.8%	-1.5%	4.5%	5.2%	-5.3%	-5.8%	-10.8	i	1.1%
COc1ccc(NC(=O)c2c(C)cc(=O)oc2C)c(OC)c1	3.6%	4.2%	19.7%	1.6%	-1.5%	-4.3%[9.22 µM]	4.6	i	7.8%
CC(C)C(NC(=O)c1cccs1)c1nnc(SCC(=O)Nc2nccs2)n1C (configuration not stated)	5.1%	4.5%	2.6%	-5.7%	-5.9%	-4.9%	-9.6	i	13.7%[9.24 µM]
Cc1c(C(=O)N2CCCC2)c(S(=O)(=O)N2CCN(c3ccccc3F)CC2)c(C)n1C	4.7%	18.5%	0.5%	0.1%	8.2%	-7.2%	24.8	i	1.1%
COc1cc(C(C(=O)NC2CCCC2)N(C(=O)c2snc(C(N)=O)c2N)C2CCCC2)cc(OC)c1OC (configuration not stated)	4.7%	19.8%	-9.7%	-0.1%	-2.2%	-8.6%	-1.2	i	17.8%
O=C(C1CCN(S(=O)(=O)c2cccc3nsnc23)CC1)N1CCc2ccccc21	2.9%	-16.3%	4.5%	?	-5.9%	2.5%	-1.2	i	-3.4%
O=C(O)C1CC=CCC1C(=O)Nc1ccc(N2CCN(Cc3ccccc3)CC2)cc1 (configuration not stated)	-6.2%	-1.4%	-15.6%	5.1%	-26.5%	0.4%	-2.2	i	-2.6%
CC(=O)N1CCN(C(=O)COC(=O)/C=C/c2ccccc2[N+](=O)[O-])CC1	5.1%	4.7%	·	13.5%	4.5%	-2.4%	9.5	i	1.0%
CC(C(=O)Nc1ccc(F)c(F)c1F)N(C)Cc1cccs1 (configuration not stated)	-5.0%	7.9%	3.8%	8.1%	0.3%	-3.9%	-0.4	i	24.9%
O=C(CNc1ccccc1)Nc1ccc(F)cc1	43.4%[activator]	-6.3%	-4.7%	0.4%	6.5%	10.1%	-1.8	i	-17.4%
c1ccc2c(c1)NC(CN1CCOCC1)CO2 (configuration not stated)	-0.4%	1.3%	12.2%	-1.5%	-5.4%	0.6%	13.3	i	6.0%
CC(C)CCN1CC(C(=O)NCc2ccc(F)cc2)CC1=O (configuration not stated)	3.0%	9.6%	-4.1%	-5.3%	-5.9%	-2.0%	7.3	i	9.0%
COCCOCCOCCC(=O)NC1CC2CCC1(C)C2(C)C (configuration not stated)	4.4%	3.8%	5.9%	1.9%	-2.6%	-2.4%	4.8	i	11.8%
CC(C)(C)C(=O)/C(=C/c1ccncc1)n1cncn1	15.8µM*	7.31µM*	6.51µM*	?	14.1µM*	?	-97.6*	·	7.31µM*
CCc1ccccc1NC(=O)Cn1nnc(-c2cccs2)n1	-13.1%	-1.3%	-8.7%	1.6%	0.1%	-3.1%	6.6	i	-4.5%
CC(C)n1cc(C(=O)c2cc(Br)ccc2O)cc(C#N)c1=O	-7.3%	-1.2%	?	7.0%	-5.6%	0.1%	-18.0	i	-0.3%
COc1ccc(C(=O)NNC(=O)C(=O)Nc2ccc(C)c(Cl)c2)cc1	·	-11.5%	2.8%	15.3%	21.0%	-25.4%	-10.7	?	-9.0%
c1ccc(COc2ncnc3c2ncn3CCCNC2CCN(Cc3ccccc3)CC2)cc1	25.1µM*	18.4µM*	?	·	15.8µM*	·	?	·	23.1µM*
COc1cc(NC(=O)C(C)Oc2ccccc2)c(OC)cc1NC(=O)c1ccccc1 (configuration not stated)	-15.6%	-11.0%	·	29.7%	-37.6%	19.7%	-17.2	i	-2.4%
Cc1ccc(CNC(=O)C2CCN(C(=O)Nc3ccc(C)cc3)CC2)cc1	28.6%	-12.3%	-1.9%	3.3%	-86.0%	12.8%	10.2	i	1.4%
Cc1ccc(CNC(=O)c2ccc3c(c2)N(Cc2cccc(Cl)c2)C(=O)CS3)cc1	-6.6%	·	-9.7%	·	-7.2%	·	·	?	·
C=CCc1cc(OC)ccc1OCCN1CC(C)OC(C)C1 (configuration not stated)	-2.1%	3.5%	2.4%	17.7%	0.1%	-19.7%	2.0	i	-0.9%
O=C(Cc1ccc(F)cc1)OCC(=O)c1cc2ccccc2o1	-0.5%	0.2%	-8.3%	-5.3%	-2.0%	-2.9%[9.22 µM]	25.1	i	-0.6%
CCC(=O)N1N=C(c2ccccc2)CC1c1ccccc1 (configuration not stated)	5.5%	2.6%	-8.5%	2.3%	-1.1%	-55.3%	-5.4	i	-1.2%
N#Cc1cc2[nH]c3ccccc3c2[n+](-c2ccc([N+](=O)[O-])cc2)c1N	?	-2.4%	3.2%	2.3%	-1.2%	-5.6%	-97.5*	?	-29.9%
O=C(NCCCn1ccnc1)c1cc2c(ccc3ccccc32)o1	0.0%	24.4%	?	-1.8%	3.7%	-21.3%	30.3	i	13.5%
COc1ccccc1N1CCN(Cc2ccc(O)c3ncccc23)CC1	3.55µM*	0.159µM*	5.17µM*	?	-57.2%	?	6.7	?	0.141µM*
O=C(CCNS(=O)(=O)c1ccc(Cl)cc1)N1CCN(Cc2ccccc2)CC1	-8.5%	4.9%	-3.5%	-30.4%[inhibitor]	-21.9%	-3.8%	-2.0	i	0.0%
Cc1ccc2c(c1)N=C(c1ccc(F)cc1)CO2	10.0%	-5.9%	-6.7%	0.5%	-35.9%	2.6%	14.7	i	-10.1%
Cc1cccc(NS(=O)(=O)Cc2ccccc2)n1	8.6%	3.8%[9.24 µM]	-3.1%	-1.3%	16.2%	-4.4%	4.1	i	15.1%
O=C(Nc1nc(-c2ccccc2)cs1)c1ccc2c(c1)S(=O)(=O)c1ccccc1C2=O	-5.0%	-2.4%	?	?	-9.1%	?	4.8	i	-2.8%

From PubChem BioAssay
